Compound activity as filed in PubChem.
SUMO1-SIM PPI – SUMO1-SIM interaction modulation; 0.33% of 360,000 active; AID 602429; inhibition, % at 20 µM; SUMO1 binding to a labelled peptide, TR-FRET, 1 h; in the data active = inhibition above about 37%
Target sequence (P63165 whole entry, looked up): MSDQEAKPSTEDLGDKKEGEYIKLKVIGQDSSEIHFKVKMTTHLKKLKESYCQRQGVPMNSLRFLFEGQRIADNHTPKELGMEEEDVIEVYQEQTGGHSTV
Scp1 inh – inhibitors of human Scp-1 phosphatase | Q9GZU7 | Recombinant Scp1, phosphopeptide, malachite green phosphate absorbance | inhibition, % at 20 µM | 0.88% of 340,000 active;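 active = inhibition above about 50% at 20 µM, limit read from the data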;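 note: plate controls were DMSO wells with enzyme for no effect and wells lacking enzyme for full effect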
Target sequence (Q9GZU7 76-261 limits assumed): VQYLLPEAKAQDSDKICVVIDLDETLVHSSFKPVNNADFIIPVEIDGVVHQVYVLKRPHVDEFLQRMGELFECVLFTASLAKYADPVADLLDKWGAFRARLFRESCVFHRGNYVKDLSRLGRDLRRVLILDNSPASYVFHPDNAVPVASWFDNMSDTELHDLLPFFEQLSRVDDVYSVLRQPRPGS
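System: SCP-1 catalytic domain; Reagent: Phospho 17-mer peptide substrate; Doses: one concentration, 20 µM, with 1.0% DMSO; Incubation: 45 min room-temperature reaction, 5 min colour, 30 min stabiliser; Signal: Phosphate-binding colour reagent, absorbance read at 630 nm.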
Rpn11 block – blocks the human proteasome subunit Rpn11. O00487. 0.59% of 360,000 active. human 26S proteasome, Ub4-pepOG fluorescence polarization; 20S core pre-blocked with epoxomicin. calls only at 20 µM;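 active = inhibition at 20 µM, scaled to each plate's controls, above about 33%, limit read from the data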
DNMT1 block – inhibitors of human DNMT1; DNMT1 molecular beacon, Hinp1I cleavage, fluorescence; inhibition (reported as % activation of signal), % at 10 µM; 0.83% of 360,000 active; AID 588458; in the data active = inhibition above about 50%
MsrA inhibitor – inhibits bovine methionine sulfoxide reductase A. purified bovine MsrA, absorbance read-out. inhibition, % at 15.5 µM. 0.75% of 360,000 active; in the data active = inhibition above about 4.5%;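 note: 0% = vehicle wells with enzyme and 100% = reference inhibitor wells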
CSN inh – inhibitors of human CSN-mediated cullin deneddylation. Q92905. Purified CSN, SCF-Nedd8-OG deneddylation, fluorescence polarization. inhibition, % at 12.5 µM. 0.38% of 360,000 active;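 active = pattern-corrected inhibition above about 35%, with an unprinted fluorescence ratio check between 0.5 and 1.5, limit read from the data, passing the limit was not always enough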;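 note: 0% = enzyme with substrate and 100% = substrate without enzyme; some results filed as inactive read as strong as hits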
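Assay system: purified human Csn5 enzyme expressed in HEK293T cells; Input: 0.24 nM Csn5 enzyme, final concentration; Reagent: 10 nM SCFSkp2-Nedd8OG; Compound dosing: 12.5 µM single point; Times: reaction 90 min, room temperature; Technique: fluorescence polarization readout.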
NadD inh – blocks S. aureus nicotinate mononucleotide adenylyltransferase. 0.78% of 360,000 active. purified NadD enzyme, colorimetric absorbance read-out. inhibition, % at 20 µM; in the data active = inhibition above about 26%; note: some compounds past the cut are filed as inactive
LMPTP inh – blocks human LMPTP phosphatase. 0.22% of 360,000 active. recombinant LMPTP-A, OMFP fluorogenic substrate, fluorescence intensity. inhibition, % at 20 µM. AID 651560. P24666;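 active = compounds that cut the enzyme signal by at least half of the control window in the single-dose screen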;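 note: plate controls were DMSO wells with enzyme plus substrate for no effect and substrate without enzyme for full effect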
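Assay system: LMPTP-A enzyme. Input: 0.625 nM LMPTP-A final. Probe or stimulus: 400 µM OMFP. Compound dosing: single 20 µM dose. Schedule: 50 min dark incubation at room temperature. Detection: fluorescence intensity of OMFP turnover product. Read-out: percent inhibition versus substrate-only and uninhibited controls. Benchmarks: no-enzyme low control, uninhibited high control.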
TbMetRS inhib – Trypanosoma brucei MetRS inhibition | inhibition, % at 11.9 µM | purified T. brucei MetRS, ATP depletion, Kinase-Glo luminescence | AID 624268 | 0.4% of 360,000 active;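 active = inhibition above a per-plate cutoff of the control wells' mean inhibition plus 3 SD, cut at about 5.5% in these data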;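 note: 0% = DMSO wells median and 100% = median of wells with control inhibitor compound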
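System: purified T. brucei MetRS enzyme / Detection: Kinase-Glo luciferase luminescence reporting remaining unconsumed ATP / Medium: HEPES buffer with MgCl2, KCl, DTT, spermine, BSA, pyrophosphatase / Replication: singlicate, one well per compound / Evaluation: percent inhibition relative to median high and low control wells / Schedule: 2 h aminoacylation at 25 °C after 15 min preincubation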
STEP block – STEP (human) phosphatase inhibition; inhibition, % at 20 µM; AID 588621; recombinant STEP, OMFP fluorogenic substrate, fluorescence; P54829; 0.25% of 360,000 active;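 active = inhibition at 20 µM, scaled per plate between control wells, above about 37%, limit read from the data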;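 note: 0% = DMSO with enzyme and substrate and 100% = substrate only without enzyme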
Target sequence (P54829 whole entry, looked up): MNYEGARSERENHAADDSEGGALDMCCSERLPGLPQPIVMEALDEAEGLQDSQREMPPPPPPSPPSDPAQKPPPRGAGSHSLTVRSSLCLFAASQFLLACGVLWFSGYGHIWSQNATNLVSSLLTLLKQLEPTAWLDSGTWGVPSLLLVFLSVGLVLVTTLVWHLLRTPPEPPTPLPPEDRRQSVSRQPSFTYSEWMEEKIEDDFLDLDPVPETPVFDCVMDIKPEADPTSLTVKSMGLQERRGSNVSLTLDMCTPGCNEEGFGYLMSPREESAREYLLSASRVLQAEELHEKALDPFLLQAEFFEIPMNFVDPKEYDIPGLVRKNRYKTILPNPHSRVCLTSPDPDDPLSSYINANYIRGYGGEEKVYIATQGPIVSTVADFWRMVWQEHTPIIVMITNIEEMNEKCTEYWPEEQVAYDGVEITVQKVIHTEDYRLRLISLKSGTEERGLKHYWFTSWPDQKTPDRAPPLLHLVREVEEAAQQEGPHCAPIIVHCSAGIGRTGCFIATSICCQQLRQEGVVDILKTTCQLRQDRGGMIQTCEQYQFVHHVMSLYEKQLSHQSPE
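Also added – OMFP at 25 µM · Test system – STEP tyrosine phosphatase · Technique – FITC-channel fluorescence of OMFP product · Schedule – 20 min at room temperature, dark · Evaluation – control-normalized % inhibition with plate pattern correction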
* marks the source's active call; other numbers are inactive results; i = inactive; . = no result given.

1) CC(C)CCNc1nc(N2CCCC2)c2c(c1C#N)CCN(C)C2
2) C[C@H](CO)N1C[C@H](C)[C@@H](CN(C)C(=O)Nc2ccccc2)Oc2ccc(NC(=O)C3CCCCC3)cc2C1=O
3) CCNC(=S)N1CCc2ccccc2C1
4) COC(=O)c1cnc(Nc2nc(C(N)Cc3ccc(Cl)cc3)cs2)nc1C(F)(F)F (stereo not drawn)
5) COc1cc(C(=O)OCC(=O)c2cc(C)n(CC3CCCO3)c2C)cc(OC)c1C (stereo not drawn)
6) CC(NC(=O)c1ccccc1F)c1nnc(SCC(=O)Nc2nccs2)n1C (stereo not drawn)

assay / compound,1,2,3,4,5,6
SUMO1-SIM PPI,-8,1,4,-7,5,6
Scp1 inh,-8,-8,-1,.,10,-1
Rpn11 block,i,i,i,i,i,i
DNMT1 block,-6,7,-4,9,9,-1
MsrA inhibitor,3.3,-1.0,-0.2,0.1,1.2,0.7
CSN inh,-6,-1,-7,-1,-2,-2
NadD inh,-9,3,-6,12,-5,-2
LMPTP inh,1.8,-0.5,-1.3,-2.0,2.4,-0.6
TbMetRS inhib,-0.2,-0.3,-0.7,0.2,-0.2,0.3
STEP block,0,-2,1,-1,-1,-2

7) Nc1ncnc2c1ncn2[C@@H]1O[C@H](CNS(=O)(=O)c2cc3ccccc3s2)[C@@H](O)[C@H]1O
8) CS(=O)(=O)N(CC(=O)N1CCCC1)c1ccc(Cl)c(Cl)c1
9) CCOc1ccc(N=C(NN)c2ccc3ccccc3n2)cc1
10) CCOC(=O)Cn1c(=O)oc2cc(S(=O)(=O)Nc3cccc(C)c3)ccc21
11) CCOc1c(Br)cc(Br)cc1/C=C1\SC(N)=NC1=O
12) O=C(NCc1nnc(SCC(=O)N2CCCCC2)o1)c1c(F)cccc1F

assay / compound,7,8,9,10,11,12
SUMO1-SIM PPI,3,1,-16,-2,3,6
Scp1 inh,0,7,8,-10,85*,4
Rpn11 block,i,i,i,i,i,i
DNMT1 block,1,8,-7,-2,17,0
MsrA inhibitor,0.1,-0.6,-0.3,-0.4,0.2,-0.1
CSN inh,4,0,-4,4,4,1
NadD inh,4,0,6,-9,11,-2
LMPTP inh,0.5,0.4,1.4,-0.6,0.2,0.9
TbMetRS inhib,0.4,-0.5,-0.5,-0.7,-0.9,-0.2
STEP block,0,0,21,-1,2,1

13) C=C(C)Cn1c(Sc2nnc(C)s2)nc2c1c(=O)[nH]c(=O)n2C
14) COc1ccc(S(=O)(=O)O/N=C2\CCSc3ccc(C)cc32)cc1
15) Cc1nc([N+](=O)[O-])c(Sc2nc3ccccc3[nH]2)n1Cc1ccccc1
16) CC(=O)Nc1ccc(NC(=O)CSc2ncnc3sc(C)c(C)c23)cc1
17) Cc1cccnc1NC(=O)CNC(=O)c1cccs1
18) Cc1nn(-c2ccccc2)cc1/C=N/NC(N)=S

assay / compound,13,14,15,16,17,18
SUMO1-SIM PPI,3,1,-6,4,8,5
Scp1 inh,0,-17,-24,-5,7,17
Rpn11 block,i,i,i,i,i,i
DNMT1 block,0,-13,6,-2,0,2
MsrA inhibitor,1.6,0.5,0.1,-0.9,0.9,1.9
CSN inh,1,2,0,1,-1,-3
NadD inh,0,2,-1,3,-2,2
LMPTP inh,-2.2,2.4,-1.1,-0.2,0.0,0.4
TbMetRS inhib,-0.2,0.3,0.7,-0.4,-0.1,2.4
STEP block,-3,2,7,-1,-2,0

19) O=S(=O)(NCCC1=CCCCC1)c1c(Cl)cccc1Cl
20) CCCCn1c(N)c(N(CC)C(=O)c2ccc(Cl)c([N+](=O)[O-])c2)c(=O)[nH]c1=O
21) Cc1ccc(CNC(=O)c2ccc(S(=O)(=O)N3CCCCC3)cc2)cc1
22) CC(=O)Nc1ccccc1C(=O)C(=O)Nc1ccc(C)c(F)c1
23) Cc1ccc(NC(=O)CCCN2C(=O)c3cccc4cccc(c34)C2=O)cc1
24) O=C(CO/N=C/c1ccc(OC(F)F)cc1)NC1CCCC1

assay / compound,19,20,21,22,23,24
SUMO1-SIM PPI,2,-14,5,-2,-3,-3
Scp1 inh,2,26,-5,0,-6,7
Rpn11 block,i,i,i,i,i,i
DNMT1 block,-1,-1,1,-2,0,-1
MsrA inhibitor,1.3,1.5,0.0,2.0,-0.6,0.7
CSN inh,-1,-2,-1,1,-4,7
NadD inh,-10,10,3,-2,-12,-2
LMPTP inh,-0.4,-0.1,0.6,-2.3,0.4,-0.6
TbMetRS inhib,-0.1,-0.6,-0.4,-0.2,-0.7,-0.4
STEP block,2,-2,-1,1,-3,-2

25) CCNC(=O)C1(C)CCN(C(=O)c2cccc(OC(C)=O)c2C)C1 (stereo not drawn)
26) COc1ccc(CNC(=O)CN2C(=O)CCSc3ccc(S(=O)(=O)N4CCCC4)cc32)cc1
27) O=C1C2C3C=CC(C3)C2C(=O)N1CN(Cc1ccccc1)CN1C(=O)C2C3C=CC(C3)C2C1=O (stereo not drawn)
28) COC(=O)CSc1cnc2ccccc2n1
29) CC(OC(=O)c1ccccc1Oc1ccccc1)C(=O)NC1CC1 (stereo not drawn)
30) CC(C)CC(=O)Nc1ccc(N2CCOCC2)cc1

assay / compound,25,26,27,28,29,30
SUMO1-SIM PPI,3,1,1,-3,-1,1
Scp1 inh,.,-11,0,-2,-7,-2
Rpn11 block,i,i,i,i,i,i
DNMT1 block,5,-3,1,0,-1,4
MsrA inhibitor,-0.5,-0.2,0.2,2.2,0.3,0.4
CSN inh,1,0,3,1,1,1
NadD inh,0,-5,-1,-3,11,1
LMPTP inh,-2.3,0.4,-0.9,0.7,0.3,-0.2
TbMetRS inhib,-1.2,-0.3,-1.5,0.5,0.3,0.3
STEP block,-1,-1,-1,-1,-2,-1

Profiles, looked up by structure. Order of screens: SUMO1-SIM PPI | Scp1 inh | Rpn11 block | DNMT1 block | MsrA inhibitor | CSN inh | NadD inh | LMPTP inh | TbMetRS inhib | STEP block
`CCNC(=O)C1(C)CCN(C(=O)c2cccc(OC(C)=O)c2C)C1` (stereo not drawn) across the screens: 3 | . | i | 5 | -0.5 | 1 | 0 | -2.3 | -1.2 | -1
`CS(=O)(=O)N(CC(=O)N1CCCC1)c1ccc(Cl)c(Cl)c1` across the screens: 1 | 7 | i | 8 | -0.6 | 0 | 0 | 0.4 | -0.5 | 0
`C[C@H](CO)N1C[C@H](C)[C@@H](CN(C)C(=O)Nc2ccccc2)Oc2ccc(NC(=O)C3CCCCC3)cc2C1=O` across the screens: 1 | -8 | i | 7 | -1.0 | -1 | 3 | -0.5 | -0.3 | -2
`Cc1cccnc1NC(=O)CNC(=O)c1cccs1` across the screens: 8 | 7 | i | 0 | 0.9 | -1 | -2 | 0.0 | -0.1 | -2
`CC(OC(=O)c1ccccc1Oc1ccccc1)C(=O)NC1CC1` (stereo not drawn) across the screens: -1 | -7 | i | -1 | 0.3 | 1 | 11 | 0.3 | 0.3 | -2

Following part.
31) CC1=CC=CN2CC(O)CN=C12 (stereo not drawn)
32) C=CCc1cc(C=O)cc(OCC)c1O
33) c1ccc(-c2nc(-n3nc4ccccc4n3)nc3ccccc23)cc1
34) COc1ccc(-c2cc(C(=O)OCC(=O)N3CCCC3)c3ccccc3n2)cc1
35) NC(=O)c1cc(C(=O)c2ccccc2Cl)c[nH]1
36) CCc1nc2ccc(C(=O)N3CCCC(C(N)=O)C3)cn2c1N(C)Cc1ccc(OC)cc1 (stereo not drawn)

assay / compound,31,32,33,34,35,36
SUMO1-SIM PPI,1,-7,-6,-20,-1,1
Scp1 inh,1,-8,-18,-2,-2,.
Rpn11 block,i,i,i,i,i,i
DNMT1 block,0,2,-4,-4,-1,5
MsrA inhibitor,0.9,2.3,-0.6,1.8,0.9,0.8
CSN inh,-5,-3,-4,3,0,-2
NadD inh,3,-2,-9,-4,-5,0
LMPTP inh,-1.1,-1.3,6.2,2.2,-1.5,-1.4
TbMetRS inhib,-0.2,0.1,-0.5,-0.3,0.3,-0.4
STEP block,7,1,3,-3,0,-2

37) Cc1ccc(-c2nc(NC(=O)c3nn(C)cc3[N+](=O)[O-])sc2C)cc1
38) Cc1ccccc1/C=C1\Sc2ccc(C(=O)N3CCN(c4ccccn4)CC3)cc2N(C)C1=O
39) O=C(Nc1ccccc1)c1nn(-c2cccc(C(F)(F)F)c2)ccc1=O
40) O=[N+]([O-])c1ccc(C=NNC(=S)Nc2ccc(F)cc2)cc1
41) CCOC(=O)[C@]12CCC=C1N(Cc1ccco1)C(=O)[C@H](CC(=O)N1CCN(C(=O)C3CC3)CC1)C2

assay / compound,37,38,39,40,41
SUMO1-SIM PPI,-10,-5,-8,-10,-3
Scp1 inh,-1,1,2,-7,.
Rpn11 block,i,i,i,i,.
DNMT1 block,-5,-8,-4,14,.
MsrA inhibitor,0.3,.,1.4,0.8,0.1
CSN inh,-3,-1,-4,-4,-3
NadD inh,-2,10,4,1,10
LMPTP inh,0.8,10,-0.4,2.7,-0.1
TbMetRS inhib,-0.6,0.5,0.1,-0.2,-0.1
STEP block,6,3,1,-1,.
